High-throughput results: PubChem, several laboratories
Rab7 wt GTP bind: modulators of GTP binding to Rab7, primary screen, biochemical, wildtype, multiplex bead flow cytometry; GST-Rab7 beads, fluorescent GTP binding; actives lie on both sides; untreated = 100%, excess cold GTP = 0%; AID 758, 2007; 190,000 compounds, 0.055% hits; GTP binding activity (percent of control), % at 10 µM;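 active means fluorescent GTP binding to Rab7 beads changed by at least 20 points from the 100% baseline, either direction, mostly lower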;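 further: median green fluorescence of bound Bodipy-FL-GTP per Rab7 bead population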
HRas wt GTP bind: modulators of GTP binding to HRas wildtype, primary screen, biochemical, bead-based flow cytometry, multiplex; GTPase HRas (Homo sapiens), P01112; GST-Ras wt beads, Bodipy-FL-GTP binding; actives lie on both sides; GTP binding activity, % at 10 µM; 190,000 compounds, 0.14% hits;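 active means GTP binding activity at least 20% away from the 100% baseline, either lowered as inhibitor or raised as activator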;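 further: 0% = unlabeled GTP competition control and 100% = no-compound control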
Target sequence (P01112 whole entry, looked up): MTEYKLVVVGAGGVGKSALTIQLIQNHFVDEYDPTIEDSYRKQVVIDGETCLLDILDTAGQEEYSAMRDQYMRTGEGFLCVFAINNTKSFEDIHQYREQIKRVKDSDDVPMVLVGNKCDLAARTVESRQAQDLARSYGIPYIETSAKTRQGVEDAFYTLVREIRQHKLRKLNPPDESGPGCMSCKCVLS
Rac1 wt modul: wildtype Rac1 GTP binding modulators, primary screen, biochemical, GST-Rac1 beads, flow cytometry, multiplex; Ras-related C3 botulinum toxin substrate 1 (Homo sapiens), P63000; fluorescent GTP binding; actives lie on both sides; 0 = cold GTP competed, 100 = untreated; GTP binding activity (% of control), % at 10 µM; 190,000 compounds, 0.27% hits; AID 757, 2007;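 active means GTP binding activity at least 20 points away from the 100% control level, either lower or higher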
Rac1 mut GTP: GTP binding modulators of activated mutant Rac1, primary screen, biochemical, bead-based flow cytometry, multiplex, fluorescent GTP. AID 764, 2007. GST-Rac1 activated beads; actives lie on both sides; 100% means binding = to untreated wells. 190,000 compounds, 0.11% hits. percent activity (GTP binding), % at 10 µM. Ras-related C3 botulinum toxin substrate 1 (Homo sapiens), P63000;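 active means GTP binding at least 20 percentage points away from the 100% baseline, in either direction, so actives lie on both sides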
Mcl1 Noxa PPI: Mcl-1/Noxa binding inhibitors, primary screen, biochemical, TR-FRET, 1536-well. Induced myeloid leukemia cell differentiation protein Mcl-1 (Homo sapiens), Q07820. TR-FRET Mcl-1/Noxa peptide binding, 2 h. inhibition, % at 21.7 µM. 220,000 compounds, 1.5% hits. AID 1022, 2008;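 active means compounds that cut the protein-peptide binding signal by more than 50% relative to plate controls in a single-dose test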;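 further: His-tagged Mcl-1 with rhodamine Noxa BH3 peptide and terbium anti-His antibody; 0% = Mcl-1 plus Noxa peptide wells and 100% = peptide-only wells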
Target sequence (Q07820 whole entry, looked up): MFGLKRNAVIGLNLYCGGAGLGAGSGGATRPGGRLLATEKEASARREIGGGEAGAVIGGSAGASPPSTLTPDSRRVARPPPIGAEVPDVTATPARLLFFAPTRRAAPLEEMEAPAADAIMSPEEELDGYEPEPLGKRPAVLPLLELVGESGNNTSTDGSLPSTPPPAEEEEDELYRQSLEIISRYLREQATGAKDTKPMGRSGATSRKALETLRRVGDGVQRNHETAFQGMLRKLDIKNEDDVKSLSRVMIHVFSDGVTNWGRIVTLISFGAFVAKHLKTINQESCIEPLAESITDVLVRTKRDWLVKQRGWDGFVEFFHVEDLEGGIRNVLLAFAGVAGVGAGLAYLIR
Rab2A wt mod: modulators of GTP binding to Rab2A wildtype, primary screen, biochemical, dog, bead-based flow cytometry, multiplex; Ras-related protein Rab-2A (Canis lupus familiaris), P61105; GST-Rab2 wt beads, Bodipy-GTP binding; GTP binding activity, % at 10 µM; 190,000 compounds, 0.19% hits;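 active means GTP binding activity at least 20 points away from 100%, either lowered or raised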;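 further: 0% = beads with excess unlabeled GTP and 100% = no-compound control corrected for plate trend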
Cdc42 wt: modulators of GTP binding to wildtype Cdc42, primary screen, biochemical, multiplex bead flow cytometry, Bodipy-GTP; Cell division control protein 42 homolog (Homo sapiens), P60953; GST-Cdc42 beads; actives lie on both sides; percent activity (GTP binding), % at 10 µM; 190,000 compounds, 0.2% hits; AID 761, 2007;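 active means percent activity GTP binding at least 20 points away from the 100% baseline, either down as inhibitor or up as activator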;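 further: median bead fluorescence of bound Bodipy-FL-GTP at 100 nM; 0% = excess unlabeled GTP control and 100% = no compound control; below 100% means less GTP binding so inhibitor and above means activator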
Target sequence (P60953 whole entry, looked up): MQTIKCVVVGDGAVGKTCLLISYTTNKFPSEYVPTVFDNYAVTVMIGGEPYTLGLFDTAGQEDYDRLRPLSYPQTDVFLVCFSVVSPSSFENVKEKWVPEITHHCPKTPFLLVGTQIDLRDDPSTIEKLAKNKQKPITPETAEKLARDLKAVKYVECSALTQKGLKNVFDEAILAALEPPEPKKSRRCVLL
Avidin bead fluor: green autofluorescence of compounds with avidin beads – biophysical, 488/530 nm, flow cytometry, artefact control, profiling panel; 220,000 compounds, 0.38% hits; compound fluorescence 488/530 nm; active compounds read high; fluorescence (KMESF) at 10 µM; in the data active means fluorescence above about 47; further: inactives centre near 10
Mcl1 Bid PPI: Mcl-1/Bid binding inhibitors, primary screen, biochemical, TR-FRET, 1536-well; Induced myeloid leukemia cell differentiation protein Mcl-1 (Homo sapiens), Q07820; TR-FRET Mcl-1/Bid-Dy647 peptide binding; inhibition, % at 21.7 µM; 220,000 compounds, 0.97% hits;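 active means compounds that cut the binding signal by more than half at the single screening dose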;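 further: His-tagged Mcl-1 with europium anti-His antibody binding Bid BH3 peptide; 0% = Mcl-1 plus peptide wells and 100% = peptide-only wells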
Bim-Mcl-1: inhibitors of Bim peptide binding to Mcl-1, primary screen, biochemical, bead-based flow cytometry, multiplex; Bim peptide-Mcl-1 binding; inhibition, % at 10 µM; 190,000 compounds, 0.1% hits; AID 1009, 2008; in the data active means inhibition above about 40%;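 further: 0% = no compound tracer wells and 100% = peptide blocker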
Pf gametocyte: late stage P. falciparum gametocyte viability inhibitors, primary screen, ATP luminescence, HTS | P. falciparum stage V gametocytes, 24 h | inhibition, % at 10.9 µM | 150,000 compounds, 0.065% hits;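 active means inhibition above the mean plus 3 SD of compounds within the control limits, set per campaign, cut at about 38% in these data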;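 further: 0% = DMSO wells and 100% = medium only without gametocytes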
* marks the source's active call; other numbers are inactive results; . = no result given; [ ] = another dose, or the depositor's remark. Hits appear at their usual frequency; 2.7% or so of the library scored in one or more.

#	canonical_smiles	Mcl1 Bid PPI	Avidin bead fluor	Pf gametocyte	Rab2A wt mod	Rac1 mut GTP	Mcl1 Noxa PPI	Bim-Mcl-1	Rac1 wt modul	Cdc42 wt	Rab7 wt GTP bind	HRas wt GTP bind
1	Cc1ccc(NS(=O)(=O)c2ccc(NC(=O)c3ccc(Br)o3)cc2)c(C)c1	-22	8	.	100	97	12	-4	96	95	100	100
2	CCOc1ccc(NC(=O)CSc2nnc(-c3ccccc3Cl)n2Cc2ccco2)cc1	-25	10	-8	102	98	5	0	100	102	105	102
3	COc1ccc(Cn2c(=O)[nH]c3cc(C(=O)N4CCN(Cc5ccccc5)CC4)ccc3c2=O)cc1	-6	10	-22	102	98	16	-3	105	101	103	101
4	COc1ccccc1-n1c(SCC(=O)NCc2ccc3c(c2)OCO3)nc2cc([N+](=O)[O-])ccc21	11	3	-42	97	98	31	-8	104	98	100	98
5	O=C(CCS(=O)(=O)c1cccc2nonc12)N1CCOCC1	-4	5	.	100	99	8	-3	102	103	100	100
6	CCC(=O)NC(/C=C/c1ccccc1)c1cc([N+](=O)[O-])c2cccnc2c1O (centres undefined)	-38	7	22	95	95	19	-1	99	100	96	98
7	O=S(=O)(Nc1nc2ccc(S(=O)(=O)N3CCCCC3)cc2s1)c1ccccc1	21	6	.	100	99	32	-3	101	100	100	98
8	CC1CCN(C(=S)c2ccc(O)cc2)CC1	-55	10	-20	98	96	28	5	100	95	100	99
9	Cc1cccc(C)c1NS(=O)(=O)c1ccc(NC(=O)c2ccc(Cl)c([N+](=O)[O-])c2)cc1	1	10	0	99	100	16	-5	100	99	99	99
10	NC(=O)C1CCCN(Cc2ccc(Cl)cc2)C1 (centres undefined)	12	46	.	101	100	0	0	103	102	101	102
11	Cc1ccnc(NC(=O)c2sc3ccccc3c2Cl)c1	-35	14	-24	100	101	12	-2	106	103	99	102
12	CN(C)S(=O)(=O)c1ccc(C(=O)Nc2ccccc2[N+](=O)[O-])cc1	-8	15	.	98	101	10	-1	100	100	96	101
13	CC(=O)c1ccc(NC(=O)C2CCC(C)NC2=O)cc1 (centres undefined)	-24	8	.	99	102	-5	0	107	103	99	101
14	c1ccc(Cc2nnc3sc(Nc4ccccc4)nn23)cc1	6	7	11	105	99	3	0	103	106	103	104
15	c1ccc(C2OC3c4cccc5cccc(c45)C3N2c2ccccc2)cc1 (centres undefined)	-6	7	-2	97	97	-5	-3	100	95	99	98
16	C/C=C/c1ccccc1OCc1ccc(C(=O)O)o1	-9	5	.	149*[activator]	146*[activator]	-23	-1	194*[activator]	161*[activator]	134*[activator]	145*[activator]
17	CCC(C)NC(=O)CCNS(=O)(=O)c1ccc(Br)cc1 (centres undefined)	-20	10	1	96	95	-6	1	102	97	97	101
18	CC(=O)C1=C(O)C(=O)N(c2ccc(C(=O)O)cc2)C1c1ccccc1 (centres undefined)	-6	6	3	99	99	16	0	99	96	96	96
19	Cn1nnc(NC(=S)NC(=O)c2ccco2)n1	-24	10	1	102	99	-3	-8	101	101	101	100
20	N#C/C(=C(/O)CN1CCN(c2ccccc2F)CC1)c1nc(-c2ccccc2)cs1	-8	20	5	98	94	11	46*	94	96	98	96
21	CC(C)c1ccc2[nH]c3c(c2c1)CCCC3=O	-3	26	-3	98	95	6	-23	95	96	103	101
22	CC(=O)c1ccc(N2CCN(C(=O)CCCn3c(=O)[nH]c4ccc(Br)cc4c3=O)CC2)cc1	-14	30	-34	97	95	11	1	99	94	102	97
23	O=C(Nc1ccc(NC(=O)c2ccccn2)cc1)C(=O)Nc1ccc2c(c1)OCCO2	34	19	12	100	97	54*	0	97	98	104	101
24	CCc1ccc(NC(=O)COC(=O)C2(c3ccc(Cl)cc3)CCCC2)cc1	3	10	7	97	98	15	0	100	102	99	98

Entries of single compounds as entered above.
c1ccc(C2OC3c4cccc5cccc(c45)C3N2c2ccccc2)cc1 (centres undefined) is listed with Mcl1 Bid PPI = -6; Avidin bead fluor = 7; Pf gametocyte = -2; Rab2A wt mod = 97; Rac1 mut GTP = 97; Mcl1 Noxa PPI = -5; Bim-Mcl-1 = -3; Rac1 wt modul = 100; Cdc42 wt = 95; Rab7 wt GTP bind = 99; HRas wt GTP bind = 98
C/C=C/c1ccccc1OCc1ccc(C(=O)O)o1 is listed with Mcl1 Bid PPI = -9; Avidin bead fluor = 5; Pf gametocyte = .; Rab2A wt mod = 149*[activator]; Rac1 mut GTP = 146*[activator]; Mcl1 Noxa PPI = -23; Bim-Mcl-1 = -1; Rac1 wt modul = 194*[activator]; Cdc42 wt = 161*[activator]; Rab7 wt GTP bind = 134*[activator]; HRas wt GTP bind = 145*[activator]

(list continues)
#	canonical_smiles	Mcl1 Bid PPI	Avidin bead fluor	Pf gametocyte	Rab2A wt mod	Rac1 mut GTP	Mcl1 Noxa PPI	Bim-Mcl-1	Rac1 wt modul	Cdc42 wt	Rab7 wt GTP bind	HRas wt GTP bind
25	Cc1cccc(C)c1N/C=C/c1onc(C)c1[N+](=O)[O-]	-3	28	.	93	95	7	0	96	89	95	90
26	Cc1ccccc1-n1c(Cn2c(=O)sc3ccccc32)nnc1SCC(=O)N1CCOCC1	-16	6	.	102	98	-3	0	102	102	97	100
27	O=C(COc1ccc(S(=O)(=O)NC2CCCCC2)cc1Cl)N1CCN(c2ccccc2)CC1	-1	10	.	102	100	15	-5	108	100	100	103
28	Cc1ccc(/C(N)=N/OC(=O)Cc2cccs2)cc1	-23	9	-5	99	97	-5	-3	101	100	95	100
29	O=C(CCCC1=NS(=O)(=O)c2ccccc2N1)N1CCN(c2ccccc2)CC1	-30	10	-15	102	98	0	0	99	101	102	100
30	CC(C)C[C@@H]1NC(=O)[C@H](CO)NC(=O)c2cc([N+](=O)[O-])cc(I)c2OCC[C@@H](C(N)=O)NC1=O	6	11	.	93	94	5	-3	96	93	89	92
31	COc1ccc(/C=C/C(=O)OC(C)CN2CCOCC2)cc1 (centres undefined)	-6	11	-10	107	100	11	0	105	105	103	106
32	O=C(CN(C(=O)C1CSC(=O)C1)c1ccccc1F)NCc1ccc2c(c1)OCO2 (centres undefined)	6	14	-9	97	95	8	-2	95	98	98	97
33	O=C(Cn1cnc2ccccc2c1=O)NCC(=O)N1CCN(c2ccccn2)CC1	-3	31	-8	104	101	1	0	109	104	102	105
34	CC(C)[C@H](Nc1ccc(S(=O)(=O)N2CCOCC2)cc1[N+](=O)[O-])C(=O)OCC(N)=O	6	14	-11	99	100	19	-3	106	102	98	101
35	CCCCN(CC)S(=O)(=O)c1ccc2c(c1)CCCN2C(C)=O	-33	8	.	101	102	9	2	112	107	106	105
36	Cc1ccc(-c2nn3c(C)nnc3c3ccccc23)cc1S(=O)(=O)NCCO	-23	73*	0	98	95	-4	0	95	97	98	95
37	O=C(NC1=NCCCCC1)c1cccc2ccccc12	-16	25	-25	99	95	-31	-2	98	96	105	98
38	CCS(=O)(=O)NCCc1cc2cc(C)c(C)cc2[nH]c1=O	10	42	2	94	94	-3	0	95	94	94	94
39	Cc1cc2cc(CN(Cc3ccco3)C(=O)NCc3ccccc3)c(=O)[nH]c2cc1C	0	36	.	97	99	11	-3	102	100	99	100
40	COCCNC(=O)Nc1ccc2nc(-c3cccs3)c(-c3cccs3)nc2c1	25	13	.	88	86	5	19	89	90	95	89
41	COc1ccc(-c2csc(NC(=S)NC(=O)/C=C/c3ccco3)n2)cc1OC	70*	2	8	100	103	52*	-6	107	106	101	103
42	O=C(O)Cc1ccc(NS(=O)(=O)c2ccccc2Br)cc1	1	13	6	96	95	-1	-1	96	93	95	96
43	Nc1nc(N)nc(-c2ccc(Oc3ccccc3)cc2)n1	-23	14	2	97	97	-2	0	102	98	97	97
44	CCCCn1c(NCCN(C)C)nc2c1c(=O)[nH]c(=O)n2C	-33	20	.	102	100	14	-5	108	105	100	102
45	O=C(COC(=O)c1ccccn1)Nc1ncc(C(F)(F)F)cc1Cl	-36	8	.	100	102	10	3	102	104	101	101
46	CCOc1ccc(-n2c(O)c(/C=N/Nc3nnc(C)c(=O)[nH]3)c3ccccc3c2=O)cc1	-174	8	6	97	97	49	-4	99	100	99	98
47	Cc1nn(C)c(C)c1CCC(=O)O	-17	5	.	94	96	-7	0	97	96	93	93
48	COc1ccc(-c2cc(C(=O)Nc3cc(C)on3)no2)cc1OC	-30	8	3	97	98	9	0	104	101	95	97
49	COc1ccc(-c2csc3nc[nH]c(=O)c23)cc1	-12	26	-5	91	94	-6	-4	94	92	97	93
50	COc1ccc(C(Nc2ccccn2)c2c(NC(=O)c3ccco3)sc(C)c2C)cc1 (centres undefined)	-79	16	.	99	100	-14	-3	104	100	102	101
51	CC(C)CCNC(=O)CCn1c(=S)oc2ccccc21	2	10	-11	97	97	14	-1	98	95	95	95
